Screens: PubChem, Sanford-Burnham Center for Chemical Genomics
HKDC1 inh: HKDC1 hexokinase inhibitors, primary screen, biochemical, fluorescence, uHTS | Q2TB90 | recombinant HKDC1, G6PDH/diaphorase resazurin coupled fluorescence | inhibition, % at 20 µM | 340,000 compounds, 0.16% hits;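 active = inhibition above about 35% when tested at 20 µM, limit read from the data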;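 note: plate controls were DMSO wells with enzyme for no effect and DMSO wells lacking enzyme for full effect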
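test system = in-house recombinant HK5 (HKDC1) enzyme | amount = HKDC1 at 5 µg/mL | control set = DMSO-enzyme wells negative, buffer-substituted wells positive | compound = one dose of 20 µM, 1% DMSO | schedule = reaction time 90 min, room temperature, protected from light | technique = resorufin fluorescence at 613 nm | reagent = glucose with 1 mM ATP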
SENP7 inh: SENP7 protease inhibitors, primary screen, biochemical, luminescence, uHTS | inhibition, % at 5 µM | recombinant SENP7, Z-RLRGG-aminoluciferin luminescence, 40 min | Sentrin-specific protease 7 (Homo sapiens), Q9BQF6 | 330,000 compounds, 1.5% hits | AID 434973, 2010;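 active = inhibition above about 50% at the single test dose, limit read from the data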;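 note: plate controls were DMSO with enzyme for no effect and no enzyme buffer wells for full effect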
Target sequence (Q9BQF6 706-1050 limits assumed): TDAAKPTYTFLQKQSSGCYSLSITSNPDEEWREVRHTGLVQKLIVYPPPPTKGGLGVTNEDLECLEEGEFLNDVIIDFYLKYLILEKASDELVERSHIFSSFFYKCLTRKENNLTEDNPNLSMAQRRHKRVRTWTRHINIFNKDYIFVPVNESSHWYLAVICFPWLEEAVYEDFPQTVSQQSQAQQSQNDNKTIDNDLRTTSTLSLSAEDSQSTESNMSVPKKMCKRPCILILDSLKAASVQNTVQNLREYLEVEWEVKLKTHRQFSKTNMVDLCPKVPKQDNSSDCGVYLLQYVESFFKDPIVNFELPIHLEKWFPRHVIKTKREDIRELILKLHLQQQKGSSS
NR3A LBD binder: binders of NR3A ligand-binding domain, primary screen, biophysical, differential scanning fluorimetry, uHTS; 340,000 compounds, 2.5% hits; Tm shift relative to glycine control, % at 25 µM; Glutamate receptor ionotropic, NMDA 3A (GRIN3A) ligand-binding domain; NR3A LBD differential scanning fluorimetry, Tm shift; 0% = protein alone, 100% = glycine-bound protein;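 active = melting temperature shift of at least 10% of the positive control shift, at one fixed dose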
PfGluPho inh: PfG6PD enzyme inhibitors, primary screen, biochemical, fluorescence intensity, uHTS. glucose-6-phosphate dehydrogenase-6-phosphogluconolactonase (Plasmodium falciparum 3D7). PfGluPho enzyme, NADPH resazurin-diaphorase fluorescence. inhibition, % at 20 µM. 350,000 compounds, 0.78% hits;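 active = inhibition reaching at least a set limit at 20 µM in the primary screen, cut at about 59% in these data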;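 note: 0% = DMSO wells with substrate and 100% = DMSO wells lacking glucose-6-phosphate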
SENP8 block: human SENP8 protease inhibitors, primary screen, biochemical, fluorescence, Nedd8 protein substrate, uHTS; recombinant SENP8; inhibition, % at 20 µM; 360,000 compounds, 0.64% hits; AID 602440, 2012; in the data active = inhibition mostly above about 40%, no sharp cut-off; inactive = mostly below about 27%
Target sequence (Q96LD8 whole entry, looked up): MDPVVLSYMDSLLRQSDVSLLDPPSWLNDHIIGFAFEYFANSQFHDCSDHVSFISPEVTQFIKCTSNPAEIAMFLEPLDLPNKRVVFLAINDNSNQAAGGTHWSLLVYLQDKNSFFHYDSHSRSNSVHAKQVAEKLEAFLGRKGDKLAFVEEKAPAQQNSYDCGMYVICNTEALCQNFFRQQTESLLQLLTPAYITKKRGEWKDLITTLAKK
SENP6 block: SENP6 protease inhibitors, primary screen, biochemical, luminescence, uHTS | Sentrin-specific protease 6 (Homo sapiens), Q9GZR1 | Recombinant SENP6 catalytic domain, aminoluciferin luminescence | inhibition, % at 10 µM | 330,000 compounds, 1.8% hits | AID 2599, 2010;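 active = inhibition above about 50% at the single tested dose, limit read from the data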;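 note: plate controls were DMSO wells with enzyme for no effect and DMSO wells lacking enzyme for full effect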
MPTP block: mitochondrial permeability transition pore inhibitors, primary screen, biochemical, isolated mouse mitochondria, absorbance; Ca2+ swelling absorbance, 30 min; AID 602449, 2012; inhibition, % at 10 µM; 360,000 compounds, 1.4% hits;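 active = inhibition of 50% or more, scaled per plate between neutral and stimulator controls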;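 note: 0% = DMSO wells given calcium and 100% = 1 mM EGTA wells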
ATG4B inh: ATG4B protease inhibitors, primary screen, biochemical, fluorescence, uHTS; Cysteine protease ATG4B (Homo sapiens), Q9Y4P1; AID 504462, 2011; 340,000 compounds, 0.51% hits; ATG4B cleavage of LC3-PLA2, NBD-HPC fluorescence, 1 h; inhibition, % at 8.33 µM; in the data active = inhibition above about 40%
Target sequence (Q9Y4P1 whole entry, looked up): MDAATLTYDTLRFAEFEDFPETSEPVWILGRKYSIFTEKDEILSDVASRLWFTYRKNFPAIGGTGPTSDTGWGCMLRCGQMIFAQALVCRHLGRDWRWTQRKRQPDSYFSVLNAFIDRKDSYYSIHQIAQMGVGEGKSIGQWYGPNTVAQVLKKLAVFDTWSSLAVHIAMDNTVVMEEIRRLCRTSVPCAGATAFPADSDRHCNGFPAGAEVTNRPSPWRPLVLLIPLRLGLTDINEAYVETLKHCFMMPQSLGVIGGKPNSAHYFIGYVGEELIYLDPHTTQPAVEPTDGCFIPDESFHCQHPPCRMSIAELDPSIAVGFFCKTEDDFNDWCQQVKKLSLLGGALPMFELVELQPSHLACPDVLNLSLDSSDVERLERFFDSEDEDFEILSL
* = called active by the depositor; i = inactive; / = no result given.

SMILES	HKDC1 inh	SENP7 inh	NR3A LBD binder	PfGluPho inh	SENP8 block	SENP6 block	MPTP block	ATG4B inh
O=C(Cc1ccccc1Cl)NCCCn1ccnc1	4	4	-1	-12	9	-11	1.6	-7
Nn1c(SCC(=O)Nc2ccc(S(=O)(=O)N3CCCC3)cc2)nnc1C(F)(F)F	-4	-6	6	7	27	-1	1.8	-11
Cn1c(=O)[nH]c(=O)c2c1nc(Br)n2CCSc1nc2ccccc2o1	-6	-5	2	1	15	3	-1.2	-1
C=CCn1c(-c2cc3cccc(OC)c3o2)n[nH]c1=S	-3	-7	2	34	-421	-23	4.3	-7
O=C(Nc1ccc(F)cc1)c1ccc(Cn2cnnn2)cc1	-7	5	-4	-5	9	5	-1.5	-2
COc1cc(OC)cc(C(=O)NCC(=O)NCCN2C(=O)S/C(=C\c3ccccc3Cl)C2=O)c1	7	/	-1	-3	9	/	-1.0	-10
CC(C)CC(OC(=O)CC1Sc2ccccc2NC1=O)C(=O)NC1CCCC1 (centres undefined)	-3	-6	-1	0	14	26	-0.2	-5
CCCCCCOC(=O)/C=C/c1c(C)[nH]c(=O)[nH]c1=O	-5	-11	-2	-15	32	-27	4.0	3
Cn1c(O)c(N=NC(=O)c2cc(-c3cccs3)nc3ccccc23)c2ccccc21	-6	8	-8	0	-8	-5	-0.3	6
NS(=O)(=O)c1ccc(CCNC(=O)C(=O)NCC2OCCN2C(=O)c2ccc3c(c2)OCO3)cc1 (centres undefined)	-7	10	-2	-5	5	-9	-0.3	-8
CCN(Cc1cc2cc(C)ccc2[nH]c1=O)C(=O)c1cccc(OC)c1	-4	12	-1	-11	-61	1	0.1	4
COc1ccc(-c2nn3c(-c4cccc(C)c4)nnc3s2)cc1OC	12	-6	-5	-26	-45	-4	-0.1	1
CCN(CC)C(=O)c1nc[nH]c1C(=O)N1CCC(C)CC1	-2	9	1	-12	4	15	-3.2	/
CC(C)(C)c1cc(C(=O)N/N=C/c2ccccn2)n[nH]1	4	3	0	18	40	-21	1.0	-8
COc1cc(/C=C2/NC(=O)N(CC(=O)Nc3ccc(C)cc3)C2=O)ccc1Oc1ccc([N+](=O)[O-])cn1	1	2	-6	-9	-1	-3	3.6	-4
Cc1ccc(-c2noc(CCC(=O)Nc3ccccc3C)n2)cc1	-11	-2	3	1	11	-2	5.0	2
CC(C)(C)c1csc(NC(=O)C2COc3ccccc3O2)n1 (centres undefined)	1	-4	4	15	1	-11	1.8	9
O=C(CN1C(=O)c2cccnc2Oc2ccc(Cl)cc21)NC1CCCC1	-4	3	-3	-13	12	-3	-0.7	-4
CCOC(=O)c1c(C)[nH]c(C)c1S(=O)(=O)N(C)CC(=O)Nc1cc(C)ccc1OC	6	3	-1	2	17	1	-0.1	-14
CCOC(=O)C1CCCN(Cc2cc(OC)c(O)c(OC)c2)C1 (centres undefined)	-4	-8	-1	13	30	0	-0.1	-5
CCCCOCCCn1c(-c2ccco2)nc2nc3ccccc3nc21	-4	-7	-1	3	-402	-9	0.0	-7
O=C(NCCn1cccn1)c1ccc(OC2CCN(CCc3ccccc3)CC2)cc1	-2	-7	0	-18	-5	-2	-1.0	5
O=C(CCNC(=O)Cn1cnc2ccccc2c1=O)NCCC1=CCCCC1	-3	-6	2	-5	21	-1	-0.4	4
CCc1sc(C(=O)NNC(=O)c2cncc(Br)c2)cc1C	-2	9	-1	3	7	-4	-1.1	8
COc1cccc(NC(=O)C(Cc2ccccc2)n2cccc2)c1 (centres undefined)	0	-10	-9	5	10	-16	15	-4
Cc1cc(C)nc(SC2c3cccc4cccc(c34)C2NS(=O)(=O)c2ccccc2)n1 (centres undefined)	-12	-5	-3	15	17	-5	1.7	2
CC1=C(C(=O)Nc2ccccc2C(=O)NC2CCC(C)CC2)SCCO1 (centres undefined)	-1	-8	-4	-6	-1	-1	0.4	-6
O=C(CNC(=S)N(Cc1ccccc1)Cc1cccnc1)N1CCOCC1	-6	4	-1	3	20	-20	0.1	5
COC(=O)c1ccn(CSc2c(F)c(F)cc(F)c2F)n1	-5	-7	-2	-8	-3	-6	-1.7	-6
O=C(CO/N=C/c1ccccc1OC(F)F)N1CCc2ccccc21	-15	3	-2	-12	8	-6	2.2	6
CCC1(c2ccc(F)cc2)NC(=O)N(CC(=O)NCc2ccc(C)cc2)C1=O (centres undefined)	-2	2	-2	-1	9	-6	-0.3	3
CCOc1ccc(NC(=O)CCCOc2cc(=O)n(C)c3ccccc23)cc1	4	4	1	15	14	4	-0.1	-15
COc1ccccc1CNCC(=O)NCc1ccc(C)cc1	-9	-4	-8	-13	-3	5	-0.4	0
CC1(C)OC1(C#N)c1ccccc1 (centres undefined)	-9	/	2	-1	10	/	0.1	0
COc1ccc(-c2[nH]ncc2-c2ccc3c(c2)OCCO3)c(O)c1	0	3	0	3	9	-10	0.8	-12
O=C(c1ccc(=O)oc1)N1CCC(C(O)(c2ccccc2)c2ccccc2)CC1	-2	-5	0	9	-252	-24	2.4	-7
C[C@@H]1C(c2ccc(F)cc2)=NN(c2ccc(Br)cc2)[C@H]1C(=O)N1CCOC1=O	9	3	7	47	-369	/	0.9	1
CN1CCN(c2nc(N3CCN(CCO)CC3)nc3ccccc23)CC1	-2	-2	-3	11	-476	-13	-1.8	-6
Cc1sc2c(c1C)c(=O)n(-c1ccccc1)c(=O)n2CC(=O)NCC1CCCO1 (centres undefined)	0	7	-2	3	17	0	1.2	-1
CC(=O)c1sc(-c2ccccc2)cc1NS(=O)(=O)c1ccccc1	0	14	1	-29	-430	-4	2.0	-1
O=C(NCc1ccncc1)c1ccc(Cn2cc(C(F)(F)F)ccc2=O)cc1	0	-11	0	-7	2	9	0.1	-3
COc1cccc(-c2csc(N3CCN(C(=O)Nc4ccc(F)cc4)CC3)n2)c1	3	7	5	5	10	-4	22	-5
COC(=O)c1ccc2c(c1)S(=O)(=O)NC(=NCc1ccco1)S2	-12	3	0	-17	13	-24	0.2	-3
c1ccc2c(c1)ncn2CCOCCOCCn1cnc2ccccc21	-8	8	-2	-20	0	-4	-1.7	-8
O=C(COc1ccccc1Cl)Nc1cc(Cl)ccc1O	1	/	-4	-17	-6	/	4.0	-5
N#Cc1ccsc1NC(=O)CSc1ncn[nH]1	-4	16	3	-18	6	-2	-2.3	5
COc1ccc([C@@H]2C(C#N)=C(N)S[C@@H](c3ccccc3)[C@@H]2[N+](=O)[O-])cc1	-4	6	-14	1	23	7	0.8	1
O=C(CCCN=C1NS(=O)(=O)c2ccccc21)OCc1cc([N+](=O)[O-])cc2c1OCOC2	-6	-1	0	3	6	-6	6.8	-2
NCCCNC(=O)c1ccc(/C=N/O)nc1	-9	4	-1	6	2	3	-2.7	-7
CC(C)(C)c1ccc(C(=O)O[C@H]2[C@H](Cc3ccccc3)NS(=O)(=O)[C@H]3C[C@@H]4C=C[C@]23O4)cc1	-2	-5	-3	20	14	-8	1.4	7
COc1ccc(S(=O)(=O)Nc2ccc(C)cc2)cc1N(C)S(=O)(=O)c1ccc(Cl)cc1	1	0	0	21	29	1	1.4	-7
Cn1nnnc1Sc1ncnc2scc(-c3ccc(C#N)cc3)c12	3	-5	0	-1	-1	11	-0.1	1
COCCNC(=O)C(c1ccc(C)cc1)N(C(=O)CCC(=O)Nc1ccccn1)c1cccc(C)c1 (centres undefined)	-7	-2	-2	-6	17	-14	0.0	-7
CCc1noc(C)c1C(=O)Nc1cccc(S(=O)(=O)N2CCCCCC2)c1	-2	11	2	-6	19	-12	0.7	-2
CC(=O)N1C(Nc2ccc(Cl)cc2)CCN1c1ccccc1 (centres undefined)	1	-1	-3	0	20	-16	1.4	-17
O=C(C1COc2ccccc2O1)N1CCN(c2ccc(C(F)(F)F)cn2)CC1 (centres undefined)	0	4	2	28	-25	-4	-1.0	-3
CCCCCCc1nc(C(N)=O)c2[nH]c(=O)n(-c3ccccc3F)c2n1	-1	3	-2	-2	-239	-5	-1.0	-3
O=C(Cn1c(=O)oc2ccccc21)N1CCN(S(=O)(=O)c2ccccc2)CC1	2	4	0	-2	-2	11	-1.6	4
O=C1CCCC/C1=C\Nc1ccccc1C(=O)O	6	6	2	-2	-109	4	-2.5	0
Cn1nc([N+](=O)[O-])nc1Sc1nnnn1-c1ccc(C(=O)O)cc1	4	-2	-2	25	29	-8	-1.5	8
Further compounds.
SMILES	HKDC1 inh	SENP7 inh	NR3A LBD binder	PfGluPho inh	SENP8 block	SENP6 block	MPTP block	ATG4B inh
S=C(NCc1ccncc1)Nc1ccc(Cl)cc1Cl	-11	4	0	7	28	13	12	-18
S=C(NCc1ccco1)N/N=C/c1ccccc1Cl	9	-8	1	2	22	3	-0.9	0
Cc1cc(NC(=O)CCCn2ccc([N+](=O)[O-])n2)n(Cc2ccc(F)cc2)n1	-4	3	-2	-7	-1	-8	0.6	5
COc1cc(OC)c(C(=O)N(CCc2ccccc2)Cc2ccccc2)cc1OC	-6	2	3	4	2	-6	1.3	-2
CN(C(=O)COC(=O)CCC1CCCCC1)c1c(N)n(Cc2ccccc2)c(=O)[nH]c1=O	-2	-1	-1	1	9	-16	-1.4	3
COc1cc(N=c2oc3c(C)ncc(CO)c3cc2C(N)=O)cc(OC)c1OC	-1	4	-2	-4	0	-3	0.1	-2
CCN1C(=O)C(=O)N(CC(=O)Nc2ccccc2OC(F)F)C1=O	-4	-11	3	12	4	-5	-0.9	-5
CN1CCc2c(sc3nc(SCC(=O)N4CCOCC4)n(-c4ccc(Cl)cc4)c(=O)c23)C1	4	1	-3	16	-455	-6	-0.5	-8
COc1cc2c(cc1OC)C(C)N(C(=O)[C@@H](NC(=O)c1ccccc1)C(C)C)CC2 (some centres undefined)	-2	-2	-7	-6	19	-10	0.1	-3
O=C1c2ccccc2-c2c1c1ccccc1c(=O)n2CCO	6	/	-2	3	36	/	0.0	4
COc1ccc(OCc2cc(C(=O)NC(C)Cc3cnccn3)no2)c(Cl)c1 (centres undefined)	3	-7	-5	-12	10	-2	-0.3	-7
OCC(O)/C=N/Nc1nc(Nc2ccccc2)nc(Nc2ccccc2)n1 (centres undefined)	0	4	0	18	8	-6	-1.1	0
Cc1ccc(C(=O)N2N=C(c3ccccc3O)CC2c2ccccc2)cc1 (centres undefined)	-2	-7	1	7	11	7	-0.6	11
O=C(NC1CC2CCCC(C1)N2C(=O)Nc1cccc(F)c1)C1CC1 (centres undefined)	-2	0	-2	2	0	16	0.2	2
CC1(NC(=O)c2ccccc2)CCN(CCc2cccs2)C1=O (centres undefined)	-6	11	-2	5	13	-6	-1.5	-16
COc1cc(C#Cc2ccc3cc(CCO)oc(=O)c3c2)cc(OC)c1	-1	85*	-2	4	i	84*	0.7	-13

Results in PfGluPho inh, SENP8 block and SENP6 block, for 3 of the compounds above:
Molecule	PfGluPho inh	SENP8 block	SENP6 block
CCN1C(=O)C(=O)N(CC(=O)Nc2ccccc2OC(F)F)C1=O	12	4	-5
CN1CCc2c(sc3nc(SCC(=O)N4CCOCC4)n(-c4ccc(Cl)cc4)c(=O)c23)C1	16	-455	-6
COc1cc2c(cc1OC)C(C)N(C(=O)[C@@H](NC(=O)c1ccccc1)C(C)C)CC2 (some centres undefined)	-6	19	-10
